Screening results as filed in PubChem.
Giardia FBPA inh = inhibitors of Giardia lamblia fructose-1,6-bisphosphate aldolase | A8B2U2 | purified Giardia FBPA | Potency, µM (top dose mostly 59.6 µM), for the others: at the top dose activity, negative = inhibition, actives largely listed as inhibitors | 0.71% of 290,000 active | AID 2451; also: potency is read from the fitted curve at half-maximal effect; % is scaled to controls: 0 for no effect and ±100 for the full control effect; nearly all actives have a fitted effect of over 55% in size
Target sequence (A8B2U2 whole entry, looked up): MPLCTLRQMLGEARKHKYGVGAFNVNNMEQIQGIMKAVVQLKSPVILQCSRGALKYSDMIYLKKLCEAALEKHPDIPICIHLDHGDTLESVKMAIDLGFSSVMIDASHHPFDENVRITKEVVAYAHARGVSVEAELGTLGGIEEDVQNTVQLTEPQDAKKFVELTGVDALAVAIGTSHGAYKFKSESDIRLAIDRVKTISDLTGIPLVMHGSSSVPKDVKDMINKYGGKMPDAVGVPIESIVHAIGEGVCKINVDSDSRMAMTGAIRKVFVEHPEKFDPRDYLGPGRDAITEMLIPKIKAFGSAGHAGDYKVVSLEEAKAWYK
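Giardia FBPA (40 nM reagent) was preincubated 10 min at RT with compound (up to 57.5 uM final), then substrate plus GAPDH/TPI/NAD/arsenate coupling system with diaphorase/resazurin was added; resorufin fluorescence (525/598 nm) was read after 20 min.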
Pf growth 48h = inhibits P. falciparum growth in the first generation, 48 h; AID 504832; Potency, µM (series often up to 28.7 µM), for inactives: at the highest dose activity change, negative = inhibition, usual class: inhibitors; P. falciparum luciferase growth in erythrocytes, 48 h; 5.9% of 310,000 active; also: potency is read from the fitted curve at half-maximal effect; % is scaled to controls: 0 for no effect and ±100 for the full control effect
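In quantitative HTS format, infected erythrocytes bearing luciferase-reporter parasites were treated for a single generation at 37 C. Luminescence after adding detection reagent served as the growth measure.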
CHX counter = affects cycloheximide protein synthesis inhibition readout, counter-screen; 12% of 300,000 active; max response, %; cell reporter, cycloheximide protein synthesis inhibition counterscreen; in the data active = max response mostly above about 13%, no sharp cut-off; inactive = mostly below about 14%; also: read at 38.3 µM for the half of the compounds with a filed dose; 0% is about no effect
Pf growth 96h = P. falciparum growth inhibition at 96 hour, primary screen for plastid delayed-death inhibitors. P. falciparum luciferase reporter growth, 96 h. Potency, µM (highest dose often 28.7 µM), without a hit: top-dose activity change, negative = inhibition, usual class: inhibitors. 6.9% of 320,000 active. AID 504834; also: potency is read from the fitted curve at half-maximal effect; % is scaled to controls: 0 for no effect and ±100 for the full control effect
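Two-generation exposure (96 h) targets delayed-death phenotype. Reporter parasites carrying integrated firefly luciferase, in red cells at 2% hematocrit and 0.05% parasitemia final, kept at 37 C, 5% CO2; luminescence loss indicates inhibition.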
Sm TGR block = inhibitors of Schistosoma mansoni thioredoxin glutathione reductase; Q962Y6; purified TGR, DTNB reduction, TNB absorbance 405 nm; Potency, µM (highest dose often 114 µM), for inactives: top-dose activity change, negative = inhibition, usual class: inhibitors; 3% of 360,000 active; also: potency is read from the fitted curve at half-maximal effect; % is scaled to controls: 0 for no effect and ±100 for the full control effect; nearly all actives have a fitted effect of over 60% in size
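TGR 20 nM + NADPH 100 uM (dispensed conc.), cpd preinc 15 min RT; start with NADPH (500 uM addition) then DTNB (15 mM addition). Kinetic TNB absorbance, 405 nm filter. Four-parameter Hill fit across titration.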
Shiga inhibitor = blocks Shiga toxin action in Vero cells. Vero cells, Shiga toxin protein synthesis inhibition reporter. inhibition, % at 38.7 µM. 9.2% of 290,000 active. AID 2315; in the data active = inhibition mostly above about 28%, no sharp cut-off; inactive = mostly below about 43%; also: 0% is about no effect
Active calls of the source: *; ? = inconclusive; · = not tested or not shown; [ ] = remark or other dose. Unless noted, calls follow the shape of the dose curve; as a rule, active = well fitted curve in the direction sought with a large enough effect; inconclusive = small, poorly fitted or top-dose-only effect, or another doubt; inactive = no such curve, though single readings can be large; an effect the other way counts as inactive or inconclusive. The order is random (roughly 24% active in at least one column).

Molecule | Giardia FBPA inh | Pf growth 48h | CHX counter | Pf growth 96h | Sm TGR block | Shiga inhibitor
Cc1ccc(C2(C)NC(=O)N(CC(=O)N(C)CC(=O)Nc3cccc(F)c3)C2=O)cc1 (stereo not drawn) | · | -9% | · | 39%[activator] | -1% | ·
O=C(COc1ncnc2cc([N+](=O)[O-])ccc12)NC1CCCCC1 | 0% | 19% | -2 | 13% | -7% | -4
O=C(O)c1ccc(Cl)c(NC(=S)NC(=O)c2ccccc2[N+](=O)[O-])c1 | 15% | 32% | 1 | 0% | 3% | -8
CC(CCO)Nc1nc2c([nH]1)c(=O)n(C)c(=O)n2C (stereo not drawn) | -2% | -6% | -2 | · | -6% | -1
Cc1nc(N2CCOCC2)nc(N2CCCCC2)c1[N+](=O)[O-] | 9% | 22% | 3 | 242%[activator] | 4% | -8
CCCOc1ccc(C(C)=O)cc1CSc1nc(O)cc(=O)[nH]1 | 20% | · | 9 | 0.93µM* | -2% | 2
CCc1ccc(N(CC(=O)Nc2ccc(NC(C)=O)cc2)S(=O)(=O)c2ccccc2)cc1 | -10% | 13µM* | 5 | ? | 3% | 1
CCOC(=O)c1c(C)oc2cc(Br)c(OC)cc12 | -2% | 29% | -3 | · | 7% | 48
COc1ccc(OC)c(-n2c(-c3cc(-c4ccccc4)n[nH]3)n[nH]c2=S)c1 | 11% | -16% | -2 | 4% | -15% | -6
C=C(c1ccccc1C)[n+]1ccccc1 | 14% | 4.7µM* | -3 | 1.7µM* | -24% | ·
Cc1nn(CC(=O)NCCC2=CCCCC2)c(C)c1[N+](=O)[O-] | · | ? | · | 13% | -8% | ·
COc1ccc(Cl)cc1NC(=S)NCCCN1CCCC1=O | 1% | -3% | 1 | 45%[activator] | 50µM* | -6
CN(C)CCCNc1cc(Cl)c(S(=O)(=O)N2CCCCC2)cc1C(=O)O | 0% | 24% | 6 | 8% | 0% | 15
CN(NC1OC(=O)c2ccccc21)c1ncc(C(F)(F)F)cc1Cl (stereo not drawn) | 12% | ? | 13 | 39%[activator] | 1% | 20
CCOCCCNC(=S)N1CCN(Cc2ccc3c(c2)OCO3)CC1 | ? | 8% | 8 | -12% | 1% | 0
O=S(=O)(NCc1ccco1)c1cccc2cccnc12 | -13% | -11% | -1 | 6% | ? | 8
Cc1ccccc1OCC(=O)NNC(=O)Nc1ccccc1 | -8% | 7% | -2 | 39%[activator] | 8% | 24
Cc1ccc(S(=O)(=O)N2CCOCC2)cc1NC(=O)COC(=O)c1cccnc1Cl | 5% | -7% | -1 | 14% | -1% | -15
COc1cccc(/C=C2\SC(=S)N(CCC(=O)NNC(=O)c3ccccc3OC)C2=O)c1 | 8% | 43%[activator] | -4 | 40% | -10% | -21
Fc1ccccc1-c1nc(NCc2ccccc2)c2ccccc2n1 | 0% | ? | -2 | ? | -6% | 2
Cn1c(=O)c2nnn(/N=C(\c3ccccc3)C3CC3)c2n(C)c1=O | -6% | 15% | -3 | ? | -4% | 2
O=C(O)C1CCN(C(=O)c2ccccc2N2C(=O)[C@@H]3Cc4c([nH]c5ccccc45)C(c4cccc(Cl)c4)N3C2=O)CC1 (stereo partly drawn) | 18% | ? | -3 | 9.3µM* | -26% | -6
Cc1ccc(NC(=O)CN(C)C(=O)c2ccc3[nH]c4c(c3c2)CC(C)CC4)cc1 (stereo not drawn) | · | -29% | · | -18% | -21% | ·
O=C(CCc1nc2ccccc2c(=O)[nH]1)OCc1cccc(C(F)(F)F)c1 | -7% | 0% | -3 | 23% | 5% | 5
O=C(Nc1ccccc1Cl)NC1(C(=O)NCCCN2CCOCC2)CCCCC1 | 0% | 9% | -3 | ? | 1% | 15
CCOC(=O)C1CCN(S(=O)(=O)c2ccc(C(C)=O)cc2)CC1 | 0% | -15% | -1 | ? | -6% | 6
O=c1cc(N2CCN(Cc3ccccc3)CC2)c(-c2ccccc2)n[nH]1 | 2% | 4% | 1 | 6% | 7% | -3
O=C(C1=COCCO1)N1CCN(c2nc3ccc([N+](=O)[O-])cc3s2)CC1 | · | ? | · | -2% | -6% | ·
CC(C)C[C@H](NC(=O)[C@H](Cc1ccccc1)NC(=O)CNC(=O)[C@@H](COC(C)(C)C)NC(=O)[C@@H](N)Cc1ccc(O)cc1)C(=O)N[C@H](C(=O)O)[C@@H](C)OC(C)(C)C | 1% | · | -4 | · | · | -3
CCCNC(=O)Nc1ccc2c(c1)N(C)C(=O)c1ccccc1S2 | 16% | -11% | -3 | · | -10% | 15
O=C(CC(=O)NC1CCCCC1)N/N=C/c1ccccc1[N+](=O)[O-] | 3% | 130%[activator] | 29* | ? | -10% | 47*
Cn1c(SCc2c(Cl)cccc2Cl)nnc1-c1cccs1 | 0% | ? | 17 | ? | 6% | 32
Cc1nn(Cc2ccccc2)c(C)c1C(=O)O | 5% | -4% | -3 | -10% | · | 20
Cc1cccc(C)c1NC(=O)CSc1nnc(Cc2ccccc2)o1 | -5% | -17% | -2 | 12µM* | -4% | 13
Clc1ncccc1-c1nc2ccccc2s1 | 2% | 111%[activator] | 34* | 161%[activator] | 6% | 106*
CC(=O)c1ccc(N(C(=O)CNC(=O)c2ccco2)C(C(=O)NCC2CCCO2)c2ccccc2)cc1 (stereo not drawn) | -2% | ? | 1 | 39%[activator] | 7% | -4
Cc1ccc(-c2n[nH]c(=S)n2/N=C/c2ccc(C)s2)cc1 | 2% | 12µM* | -7 | 12µM* | 5% | -17
CCOC(=O)c1sc2nc(NC(=O)C(C)(C)C)sc2c1C | -10% | · | 36* | -91% | 12% | 105*
CCn1cc(C(=O)N[C@@H](CCSC)C(=O)NC(C)(C)CO)c(=O)c2cc3c(cc21)OCO3 | -4% | 1.9µM* | -1 | 1.5µM* | -1% | -7
CCOc1ccc(NC(=O)CSc2nc(N3CCOCC3)nc(N3CCOCC3)n2)cc1 | · | 5% | -5 | -11% | 1% | -21
CC(C)(CO)NC(=O)C(Cc1ccccc1)N1C(=O)c2ccccc2C1=O (stereo not drawn) | 4% | 16% | -1 | ? | 6% | -2
Cc1ccc(S(=O)(=O)N2CCOCC2)cc1C(=O)OCC(=O)NC1CC1 | · | -29% | · | -6% | -12% | ·
CC/C(=N/Nc1cccc(C)c1)c1cnnc(SC)n1 | -4% | ? | -2 | -101% | 2% | 1
COc1ccc(/C=N\NC(=O)c2cc(OCC(F)(F)F)ccc2OCC(F)(F)F)cc1 | 2% | -30% | -5 | -11% | 0% | -2
N/C(=N\OC(=O)COc1ccc(Br)cc1Cl)c1cccnc1 | 0% | 130%[activator] | 45* | 0% | -5% | 93*
CCN(c1ccccc1)c1cc(C)nc2ncnn12 | -8% | -18% | -4 | 20% | 3% | -3
COc1ccc(CSc2nnnn2C)cc1F | -1% | · | 9 | ? | 11%[11.4 µM] | 31
Cc1cc(N2CCCC2)nc2ccc(NC(=S)NCCCOC(C)C)cc12 | -5% | ? | -7 | ? | 20µM* | 12
CSc1nc(-c2ccccc2)nc(SC)c1C(C)=O | 5% | 3% | 0 | · | -2% | 2
O=C(Nc1ncc(Cc2ccccc2Cl)s1)c1ccc(-c2cccc([N+](=O)[O-])c2)o1 | 8% | ? | 1 | 37%[activator] | -1% | -16

Complete entries from above. Order of values: Giardia FBPA inh, Pf growth 48h, CHX counter, Pf growth 96h, Sm TGR block, Shiga inhibitor
N/C(=N\OC(=O)COc1ccc(Br)cc1Cl)c1cccnc1 is entered as 0%, 130%[activator], 45*, 0%, -5%, 93*
CN(C)CCCNc1cc(Cl)c(S(=O)(=O)N2CCCCC2)cc1C(=O)O is entered as 0%, 24%, 6, 8%, 0%, 15
CCOc1ccc(NC(=O)CSc2nc(N3CCOCC3)nc(N3CCOCC3)n2)cc1 is entered as ·, 5%, -5, -11%, 1%, -21
CC/C(=N/Nc1cccc(C)c1)c1cnnc(SC)n1 is entered as -4%, ?, -2, -101%, 2%, 1
Cc1ccc(-c2n[nH]c(=S)n2/N=C/c2ccc(C)s2)cc1 is entered as 2%, 12µM*, -7, 12µM*, 5%, -17

Additional records:
Molecule | Giardia FBPA inh | Pf growth 48h | CHX counter | Pf growth 96h | Sm TGR block | Shiga inhibitor
CC(C)(C)OC(=O)CC1(C#N)c2ccccc2C(Br)=CN1C(=O)c1ccccc1 (stereo not drawn) | · | 12µM* | · | 12µM* | 1% | ·
CCN(CC(=O)Nc1c(F)cccc1F)C(=O)C(C)SCc1nc2sc(C)c(C)c2c(=O)[nH]1 (stereo not drawn) | · | ? | 1 | ? | -12% | 7
CCOc1ccc(NC(=O)CNC(=O)c2ccc(OC)cc2)cc1 | 4% | 7% | -1 | 50%[activator] | 6% | -3
CS(=O)(=O)N1CCCC(c2nc(-c3ccc(S(=O)(=O)NCc4ccccc4)cc3)no2)C1 (stereo not drawn) | 1% | ? | -2 | ? | 5% | -25
O=C(CCn1nc(-c2ccccc2)c2ccccc2c1=O)NCC1CCCO1 (stereo not drawn) | 17% | ? | -2 | -43% | -21% | -4
CCOC(=O)C1CCN(CC(=O)N2CCc3ccccc32)CC1 | 8% | 0% | -1 | 14% | 0% | 16
O=c1[nH]c(=O)n(-c2ccccc2)c(O)c1/C=C1/C(c2ccccc2)=Nc2ccccc21 | 0% | ? | 48* | 9.3µM* | -15% | 30*
CCN(C(=S)NC(=O)C1CC1)c1ccccc1 | ? | 1% | -3 | 50%[activator] | 0% | -16
CC(C)(C)NC(=O)CN(C(=O)CS(=O)CC(=O)Nc1ccc(F)cc1)c1ccc(F)c(Cl)c1 (stereo not drawn) | 15% | -28% | -2 | ? | -32% | 50
CCOc1cc(C=C(C#N)C#N)ccc1Oc1ccc([N+](=O)[O-])cn1 | ? | 1% | -2 | 6% | · | 16
COc1ccc(-c2c(NC(=O)c3ccco3)n(C)c3ccccc3c2=O)cc1 | -11% | 20% | 0 | · | -2% | 10
COc1cccc2c1OC1(C)CC2NC(=O)N1c1cccc(C(=O)Nc2ccc3c(c2)OCCO3)c1 (stereo not drawn) | -5% | -18% | 33* | ? | -8% | 93*
CC(=O)O[C@H]1[C@H](C)OC=C[C@@H]1OC(C)=O | 3% | 10% | -1 | -23% | 10% | -14
Cc1cccc(N2CCN(S(=O)(=O)c3ccc4c(c3)OCCO4)CC2)c1C | -1% | -11% | 4 | 28% | 18% | -5
COc1cccc(NC(=O)CN2C(=O)NC(c3ccccc3)(c3ccccc3)C2=O)c1 | -9% | -13% | -5 | 9% | -13% | 6
Cc1cc(NC(=O)CCCC(=O)N(CC(=O)NCCc2ccccc2)Cc2ccc(F)cc2)no1 | -2% | -14% | -2 | 3% | 3% | -12
NC(=O)c1c[nH]c2ccccc12 | 7% | ? | 10 | 43%[activator] | 1% | 6
O=C(Nc1ccc(F)cc1)C1CCN(c2nnnn2-c2ccccc2)CC1 | 3% | -28% | -4 | 12% | 1% | -14
Cc1cc2oc(C(=O)N(Cc3ccccc3)C3CCS(=O)(=O)C3)cc(=O)c2cc1Cl (stereo not drawn) | 4% | · | 1 | -65% | 4% | -11
N#Cc1ccc(COC(=O)Cn2nnc(-c3ccccc3)n2)cc1 | -1% | -7% | -6 | 12% | 1% | -8
O=C(c1ccco1)N1CCN(C2CC(=O)N(c3ccc4c(c3)OCO4)C2=O)CC1 (stereo not drawn) | 5% | 0% | -2 | · | -15% | -14
